Bioassay records: PubChem BioAssay, National Center for Advancing Translational Sciences (NCATS)
Pf Dd2 inh – qHTS Primary assay for Inhibitors of Plasmodium falciparum Dd2 growth in vitro; AID 1347417, 2020; P. falciparum Dd2 growth, SYBR Green, 72 h; Potency, µM (top dose mostly 28.9 µM), without a hit: at the highest dose activity, negative = inhibition, actives largely listed as inhibitors; 120,000 tested, 4.3% active; active = well fitted inhibition curve with a large enough effect; inconclusive = small, poorly fitted or top-dose-only effect; inactive = no such curve, though single readings can be large or run the other way;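 also: plate controls were DMSO vehicle for no effect and reference drug for full effect; nearly all actives have a fitted effect of over 65% in size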
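Readout: SYBR Green fluorescence, 485 nm excitation, 535 nm emission, after ~16 h lysis at 37C. Before that, Dd2-infected red cells (2.5% hematocrit) grew 72 h with compound, 29 uM top final concentration.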
Numbers without * were called inactive; i = inactive; ? = inconclusive; [ ] = another dose, or the depositor's remark. Potency is read from the fitted curve at half-maximal effect. Not all compounds are listed, so the mix of outcomes need not match the whole.

SMILES | Pf Dd2 inh
O=C(c1cncc(Br)c1)N1CCC(n2c(=O)[nH]c3ccccc32)CC1 | i
Cc1cc(N2CCC3(CCCN(C)C3=O)C2)c2ccccc2n1 (configuration not stated) | 27%
Cc1cc(CNC(=O)[C@@H]2CCC[C@@H](NC(=O)c3ccc(C#N)cc3)CN(C)C(=O)C2)no1 | -15%
COc1ccc(S(=O)(=O)c2c(Nc3ccccc3F)sc(C(=O)c3cccc(OC)c3)c2N)cc1 | 11µM*
Cn1cc(CN2CCn3c(nnc3[C@@H]3C[C@@H](O)CN3Cc3ccccc3)C2)c2ccccc21 | -29%
CCOc1ccccc1NC(=O)CCNS(=O)(=O)c1cccc2nonc12 | -1%
Cc1ccsc1C(=O)N1CCC2(CC1)NCCc1c2[nH]c2ccccc12 | i
O=C(CN1C(=O)COc2ccc(S(=O)(=O)Nc3ccccc3)cc21)Nc1cccc(Cl)c1 | -15%
CCN(Cc1ccccc1)S(=O)(=O)c1cc(C(=O)Nc2cc(Cl)cc(Cl)c2)ccc1F | ?
CC(=O)N1CCC(N2CC[C@H](c3nc4ncccc4[nH]3)C2)CC1 | 47%[activator][44.1 µM]
Cc1ccccc1CC(=O)N1CCCN(c2cc(-c3ccc(Cl)cc3)[nH]n2)CC1 | -25%
Cc1cc(CN2CCN(c3ccccc3F)CC2)cs1 | -12%
CN(C)c1ccc(CNC(=O)c2ccc3c(c2)N(C)C(=O)C2CCCCN32)cc1 (configuration not stated) | -6%
COc1ccccc1-c1cc([C@H]2CN3CC[C@H]2C[C@@H]3CNC(=O)c2ccc(C)cc2)n(C)n1 | i
CN(C)C(=O)c1ccc(OC2CCN(C(=O)C3CCCC3)CC2)nc1 | 19%

For reference, five of the compounds above.
SMILES | Pf Dd2 inh
Cc1ccccc1CC(=O)N1CCCN(c2cc(-c3ccc(Cl)cc3)[nH]n2)CC1 | -25%
Cc1cc(CN2CCN(c3ccccc3F)CC2)cs1 | -12%
CN(C)c1ccc(CNC(=O)c2ccc3c(c2)N(C)C(=O)C2CCCCN32)cc1 (configuration not stated) | -6%
COc1ccccc1-c1cc([C@H]2CN3CC[C@H]2C[C@@H]3CNC(=O)c2ccc(C)cc2)n(C)n1 | i
CN(C)C(=O)c1ccc(OC2CCN(C(=O)C3CCCC3)CC2)nc1 | 19%

Remaining list, next part:
SMILES | Pf Dd2 inh
Cc1ccc(-n2ncc(C(=O)NCc3ccco3)c2C2CCN(C(=O)OC(C)(C)C)CC2)cc1 | ?
Cc1c(C(=O)OC2CCC(C)CC2)[nH]c2c1C(=O)CC(c1ccc(N(C)C)cc1)C2 (configuration not stated) | ?
CN(C)CCCN(C(=O)c1cccs1)c1nc2ccc(F)cc2s1 | i
O=C(CCC1CCCN(C(=O)c2ccc3c(c2)OCO3)C1)NCc1ccccc1Cl (configuration not stated) | -6%
COc1ccc(OCc2nc(C(=O)NC(C)c3ccccc3)co2)cc1 (configuration not stated) | -13%
Cn1ccnc1CN1CCN(CC2(O)CCNC2)CC1 (configuration not stated) | -11%
Cc1ccc(-c2nnc(C3CN(C(=O)c4ccccc4)CC34CCOCC4)o2)cc1 (configuration not stated) | ?
COCCNC(=O)C[C@@H]1O[C@H](Cn2cc(CN(C)Cc3ccccc3)nn2)[C@@H](O)[C@H]1O | i
CN1CCNc2nc(COc3ccc(Cl)cc3)n(Cc3ccccc3)c2C1=O | i
CCc1ccc(NC(=O)Cn2c(=O)n(CCc3ccccc3)c(=O)c3sc4ccccc4c32)cc1 | i
CCc1nnc(CNC(=O)c2cn(CCN3CCNCC3)nn2)s1 | 24%
COc1cccc(CNC(=O)Cn2c(=O)n3nc(-c4cccc(C)c4)nc3c3ccccc32)c1 | 9%
Cc1cccc(CNC(=O)CN2CC(C)Sc3ccccc32)c1 (configuration not stated) | -10%
Cc1ccc(C(=O)N2CCC(C(N)=O)CC2)cc1NC(=O)c1nsc2ccccc12 | -6%
CCc1ccc(C(=O)N2CCC(c3nc(-c4ccc(S(=O)(=O)N5CCCC5)cc4)no3)CC2)cc1 | -22%
COc1ccc(C(=O)Nc2ccc3c(c2)CN(Cc2ccc(OC)cc2OC)C(=O)C(C)O3)cc1 (configuration not stated) | -14%
COc1ccc(N2CCN(CC(O)COc3ccccc3C(C)(C)C)CC2)cc1 (configuration not stated) | 10%
Cn1cc(C(=O)N2CCCC(Cc3noc(-c4cccnc4)n3)C2)cn1 (configuration not stated) | -8%
O=C1[C@H]2CN(Cc3cccc(F)c3F)C[C@H]2C(=O)N1Cc1ccc2c(c1)OCO2 | -2%
O=C(c1ccsc1)N1CCC(Oc2ccccc2-c2nc(C3CC3)no2)C1 (configuration not stated) | -4%
Cc1nn(-c2ccc(F)cc2)c(C)c1CNC(=O)C1NCCc2[nH]cnc21 (configuration not stated) | -26%
CCc1ccc(NCc2cc3cc(OC)c(OC)cc3n(CC(=O)Nc3ccc(F)cc3)c2=O)cc1 | -21%
Cc1cccc(-c2nc(SCC(=O)N3CCc4ccccc43)c3c(=O)n(C)c(=O)n(C)c3n2)c1 | 25%
C[C@@]1(O)CCN(Cc2ccc(Br)o2)C[C@H]1N1CCCC1 | -22%[5.79 µM]
CN(CC(=O)N1CCNCC(C(=O)O)C1)Cc1ccncc1 (configuration not stated) | 3%
Cc1ccccc1CNC(=O)Cn1nc(C)c2nn(-c3ccc(Cl)cc3)c(C)c2c1=O | i
COc1ccc(C(=O)N2CCCC2)c(OC2CCN(C(=O)C3C=CCN3)CC2)c1 (configuration not stated) | 0%
C#CCNC(=O)CC[C@@H]1CNC(=O)[C@@H]2C[C@H](NC(=O)c3ccco3)CN12 | -14%[44.1 µM]
CC(C)=CCn1c(-c2cc(C)oc2C)cn2cc(C(=O)N[C@@H](C)C(N)=O)nc2c1=O | -7%
O=C([C@H]1CN2CCC1C[C@@H]2Cn1cc(CCO)nn1)N1CCOCC1 (some centres not stated) | 2%[44.1 µM]

In the list so far, these contain fluorine:
SMILES | Pf Dd2 inh
COc1ccc(S(=O)(=O)c2c(Nc3ccccc3F)sc(C(=O)c3cccc(OC)c3)c2N)cc1 | 11µM*
CCN(Cc1ccccc1)S(=O)(=O)c1cc(C(=O)Nc2cc(Cl)cc(Cl)c2)ccc1F | ?
Cc1cc(CN2CCN(c3ccccc3F)CC2)cs1 | -12%
CN(C)CCCN(C(=O)c1cccs1)c1nc2ccc(F)cc2s1 | i
O=C1[C@H]2CN(Cc3cccc(F)c3F)C[C@H]2C(=O)N1Cc1ccc2c(c1)OCO2 | -2%
Cc1nn(-c2ccc(F)cc2)c(C)c1CNC(=O)C1NCCc2[nH]cnc21 (configuration not stated) | -26%
CCc1ccc(NCc2cc3cc(OC)c(OC)cc3n(CC(=O)Nc3ccc(F)cc3)c2=O)cc1 | -21%

Next section:
SMILES | Pf Dd2 inh
O=C(Nc1cccnc1)c1nnn2c1CN(Cc1ccccc1F)C(=O)CC2 | -7%[44.1 µM]
COc1ccc(-c2noc(CSc3nnc(C)n3-c3ccc(C)cc3)n2)cc1OC | -10%
O=C(Nc1ccc(SC(F)F)cc1)c1cc(-c2ccc3c(c2)OCCO3)on1 | 11%
COc1ccc(C(=O)N2C[C@@H](F)[C@@H](OCc3nc4ccccc4o3)C2)cc1 | ?
CC(C)NC(=O)OC[C@H]1C[C@@H]2CCN1C[C@@H]2c1cc(-c2ccc(F)cc2)nn1C | ?
O=C(c1ccccc1OCc1ccccc1)N1CCC2(CC1)[C@H](O)C[C@@H]2O | 1%
COc1ccc(NC(=O)C2CCCN(c3ncnc4onc(C)c34)C2)cc1OC (configuration not stated) | i
COc1cc(/C=C/c2nc(C#N)c(N3CCCCC3)o2)cc(OC)c1OC | i
Cc1nn(CCC#N)c(C)c1[C@@H]1C=C[C@@H](NCc2ccc(F)cc2)C1 | -16%[44.1 µM]
CSc1cccc(NC(=O)c2ccc3c(c2)c(C)c(C)n3Cc2ccc(F)cc2)c1 | 10µM*
Cc1ccc(NC(=O)Cn2c(=O)n(Cc3nc(C)no3)c(=O)c3cc4c(cc32)OCO4)c(C)c1 | -1%
CC(C)CNc1ncnc2c1CN(C1CCCC1)C(=O)CN2C | -1%
CCN(CC)C(=O)[C@@H]1C[C@@H](NC(=O)C2CCCC2)CN1Cc1ccoc1 | i
CCOC(=O)c1c(C)[nH]c(C)c1S(=O)(=O)N(C)CC(=O)NCc1ccc(Cl)cc1 | 30%
Cc1nn(-c2ccccc2)c2nc(C3CC3)cc(C(=O)NCc3ccccc3Cl)c12 | i
Cc1nc(C(=O)N2CC(=O)N(C3CCCCC3)CC(OCc3ccccc3)C2)cs1 (configuration not stated) | ?
CC(=O)N1CCC(N2CCC[C@H]2c2nc(-c3ccc(N4CCC(C(N)=O)CC4)nc3)no2)CC1 | i
COc1ccc(NC(=O)CSc2nc(-c3ccco3)cc(C(F)(F)F)n2)cc1Cl | -27%
c1csc(-c2nc3nccc(-c4ccncc4)n3n2)c1 | -13%
Cc1ccc(CNC(=O)C2CCCCC(=O)N2C)cc1 (configuration not stated) | -14%
O=C(COc1ccc(Cl)cc1)Nc1ccc(-c2nnc3n2CCCC3)cc1 | i
O=C(c1ccc(F)cc1)N1CCn2c(nn(-c3ccncc3)c2=O)C1 | 11%
Cc1noc(-c2cn(C3CCN(C(=O)c4cc5ccccc5[nH]4)CC3)nn2)n1 | i
Cc1nonc1CN1CCC2(CC1)C(C(=O)O)CC(=O)N2C (configuration not stated) | 23%
Cc1ccc(C(=O)NCCn2cccc2-c2nc(-c3ccccc3)no2)cc1 | -5%
CCCN(CCC)C(=O)C1COC2(CCC(C)CC2)N1C(=O)c1ccccc1F (configuration not stated) | i
COc1cccc(-c2cccc(C(=O)N3CCC4(CCCN(C)C4=O)C3)c2)c1 (configuration not stated) | ?
Cc1cc2oc(C(=O)N(Cc3ccc(Cl)cc3)Cc3ccco3)c(C)c2cc1Cl | 9%
Cc1ccccc1OCc1nc(C2CN(C(=O)COc3ccc(F)cc3)C2)no1 | 15%
Cc1ccc(CCNC(=O)c2cnc3c(C)cccn3c2=O)cc1 | 0%
COc1ccc(NC(=O)N2CCC3(CC2)SCC(=O)N3c2ccc(OC)cc2)cc1 | i
O=C(c1cccnc1)N1CCC2(CNc3ccccc3[S+](=O)([O-])N2)C1 (configuration not stated) | -6%
Cc1c(Cl)cccc1NC(=O)C1CCCN(c2nnc(-n3c(C)ccc3C)s2)C1 (configuration not stated) | -9%
Cc1cccc(-n2nc(C)c(C(=O)N3CCN(c4ccccc4)CC3)c2-n2cccc2)c1 | 7%
COc1ccc(-n2nc(C)c([C@@H]3C=C[C@@H](NC(=O)Nc4ccccc4)C3)c2C)cc1 | 10µM*
CCc1ccc(NC(=O)C2CCCN2S(=O)(=O)c2ccc3c(c2)n(C)c(=O)c(=O)n3C)cc1 (configuration not stated) | 5%
Cc1ccccc1N1Cc2c(NCCc3ccccc3F)ncnc2N(C)CC1=O | i
Cc1noc2c(NC3CCC(O)CC3)cc(-c3ccc(Cl)cc3)nc12 (configuration not stated) | i
Cn1cnc2cc(-c3ccc(F)cc3)cc(C(=O)NCCc3ccccn3)c21 | 14%[44.1 µM]
CC(=O)c1ccc(NC(=O)CCc2c(C)nn(-c3ccc4nnc(C)n4n3)c2C)cc1 | -7%
CC[C@H]1CN2CC[C@H]1C[C@@H]2CNC(=O)c1ccc(-c2ccccc2)cc1 | i
COc1cccc(CN2CCCC3(CCN(C(=O)c4ccccn4)C3)C2=O)c1OC (configuration not stated) | 0%
Cc1ccc2nc(N3CCC(C(=O)N4CCN(c5cccc(Cl)c5)CC4)CC3)[nH]c2c1 | ?
Cc1nc2sccn2c(=O)c1S(=O)(=O)Nc1cc(Cl)ccc1O | -13%
COC1C(=O)N(c2cccc(F)c2)C12CCN(C(=O)Nc1ccccc1)CC2 (configuration not stated) | ?
O=C1c2oc3ccccc3c(=O)c2C(c2cccc(O)c2)N1Cc1ccc(F)cc1 (configuration not stated) | 14µM*
CN(C)S(=O)(=O)Nc1ccc(-c2cn3ccsc3n2)cc1 | -1%
O=C(Nc1ccccc1)Nc1ccc2n(c1=O)C[C@H]1C[C@@H]2CN(C(=O)c2ccccc2)C1 | ?
CN(Cc1cn(-c2ccccc2)nn1)Cc1noc2c1CCCC2 | 3%
CC(C)c1noc(C2CCCNCCC(=O)NCC2)n1 (configuration not stated) | i
CC(=O)NCCC(=O)N1Cc2ccccc2CC2(CCN(CC3CCOCC3)CC2)C1 | 16%
N#Cc1ccc(S(=O)(=O)N2CC(C(=O)NC3CCCCC3)C3(CCOCC3)C2)cc1 (configuration not stated) | -16%
CCOC(=O)N1CCC(NC(=O)c2cnn(-c3ccc(F)cc3)c2-n2cccc2)CC1 | ?
CCOC(=O)c1[nH]c(C)c(CCC(=O)Nc2cc(Cl)ccc2C)c1C | 19%
COc1ccc(C(=O)N2CCCC(c3nc(-c4cnccn4)no3)CCNC(=O)CC2)c(OC)n1 (configuration not stated) | -16%
O=S(=O)(c1ccc(-c2csc(=Nc3ccc(F)cc3)n2CCCCCCO)cc1)N1CCCC1 | ?
Cc1oc(C(O)c2ccccc2)nc1C(=O)Nc1ccc(C(=O)Nc2ccccc2)cc1 (configuration not stated) | i
N#Cc1ccc(CN2CCC(N3CCOC3=O)CC2)cc1 | 6%[44.1 µM]
COc1ccccc1CC(=O)N1CCN(c2cc(-c3cccs3)[nH]n2)CC1 | i
COc1cc(NC(=O)CN(c2ccc(C)cc2)S(=O)(=O)c2cccc3nonc23)cc(OC)c1 | -29%
CS(=O)(=O)N[C@H]1C[C@H]2C(=O)Nc3ccc(-c4cccc(C(F)(F)F)c4)cc3C(=O)N2C1 | -15%
COC[C@@H]1CN(C(=O)c2ccc(OC)nc2)C[C@H]1c1nc(C)no1 | -1%
Cc1nc(C)c(C(=O)N2CCCC(COc3ccccc3C(=O)N3CCCC3)C2)s1 (configuration not stated) | -1%
